Compound activity as filed in PubChem BioAssay.
EPAC1 agonist – activates human EPAC1 exchange factor. hit rate 0.073% among 360,000. AID 720707. O95398. EPAC1 agonist qHTS, biochemical assay; response scale: 100% = response to 6.5 mM cAMP. Potency, µM (titrated, usually from 154 µM), without a hit: at the top dose activation, usual class: activators; further: potency means the concentration at half of the fitted maximal effect; nearly all actives have a fitted effect of over 60% in size
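Multi-concentration qHTS readout: loss of Rap1B-bound BODIPY-GDP fluorescence driven by 100 nM EPAC1 with excess GDP (50 uM), monitored kinetically at room temperature; agonist response expressed relative to 6.5 mM cAMP.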
Abeta yeast res – restores growth of yeast expressing A-beta42 peptide | yeast expressing A-beta42, growth rescue, OD600, 48 h; response scale: 0% DMSO, 100% iron-clioquinol control | Potency, µM (titrated, usually from 46.1 µM), without a hit: top-dose growth rescue, usual class: activators | hit rate 0.063% among 410,000; further: potency means the concentration at half of the fitted maximal effect; nearly all actives have a fitted effect of over 55% in size
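Yeast A-beta toxicity model in growth medium with pinned compounds, 48 h at 30 C; growth read as absorbance at 600 nm. Normalized to FeCl3/clioquinol equimolar mix (positive) and DMSO (negative).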
PLK1 PBD block – PLK1 (human) polo-box domain binding inhibition. P53350. Plk1 PBD binding of FITC phosphopeptide, fluorescence polarization. Potency, µM, without a hit: max response, negative = inhibition, actives largely listed as inhibitors. hit rate 2.8% among 360,000; further: potency means the concentration at half of the fitted maximal effect; series mostly up to about 57 µM; on the % scale 0 is the no-effect control and ±100 the full control effect; nearly all actives have a fitted effect of over 65% in size
Target sequence (P53350 whole entry, looked up, the tested form may be a part): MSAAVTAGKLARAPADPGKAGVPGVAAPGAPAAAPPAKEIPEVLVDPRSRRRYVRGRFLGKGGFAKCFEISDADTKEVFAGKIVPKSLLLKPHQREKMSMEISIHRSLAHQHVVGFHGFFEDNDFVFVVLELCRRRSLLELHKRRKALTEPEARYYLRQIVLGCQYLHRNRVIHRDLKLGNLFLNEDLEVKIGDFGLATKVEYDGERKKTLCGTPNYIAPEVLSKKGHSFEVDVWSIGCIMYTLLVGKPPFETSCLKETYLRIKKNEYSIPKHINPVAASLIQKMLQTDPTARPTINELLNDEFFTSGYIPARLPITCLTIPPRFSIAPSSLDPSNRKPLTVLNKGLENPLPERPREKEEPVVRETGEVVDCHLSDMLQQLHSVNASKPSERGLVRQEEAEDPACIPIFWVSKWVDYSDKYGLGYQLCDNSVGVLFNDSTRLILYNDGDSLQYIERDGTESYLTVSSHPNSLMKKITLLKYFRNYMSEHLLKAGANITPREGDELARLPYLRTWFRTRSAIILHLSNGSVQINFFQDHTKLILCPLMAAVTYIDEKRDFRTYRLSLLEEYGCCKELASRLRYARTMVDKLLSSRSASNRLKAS
PI5P4Ka inh – inhibitors of human PI5P4K alpha; hit rate 1.2% among 330,000; max response, %; PI5P4Kalpha enzyme, ADP-Glo luminescence, 60 min; stronger effect = lower value; P48426; active means max response of -50% or lower; inconclusive means between -30% and -50%; inactive means -30% or higher; further: value at the top dose of about 77 µM; on the % scale 0 is the no-effect control and ±100 the full control effect
Target sequence (P48426 whole entry, looked up): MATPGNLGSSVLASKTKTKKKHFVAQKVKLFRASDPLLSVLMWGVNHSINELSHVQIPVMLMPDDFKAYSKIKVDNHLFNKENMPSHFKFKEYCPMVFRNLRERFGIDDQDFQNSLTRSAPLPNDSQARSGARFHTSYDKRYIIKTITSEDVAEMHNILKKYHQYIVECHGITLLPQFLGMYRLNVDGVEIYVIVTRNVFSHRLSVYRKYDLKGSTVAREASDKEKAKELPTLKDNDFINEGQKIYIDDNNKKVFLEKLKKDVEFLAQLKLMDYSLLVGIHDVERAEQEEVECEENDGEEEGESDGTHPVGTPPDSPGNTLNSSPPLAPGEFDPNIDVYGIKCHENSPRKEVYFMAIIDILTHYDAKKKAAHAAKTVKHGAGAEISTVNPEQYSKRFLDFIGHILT
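Single end-point luminescence (ADP-Glo) quantified ADP from PI5P4Kalpha turnover; ATP 5 microM final, 1 h at RT, 0.1% CHAPS and 0.28 mM EGTA in HEPES pH 7.4.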
EPAC1 antagonist – EPAC1 (human) antagonism; Potency, µM (doses to about 115 µM), without a hit: top-dose activity change, negative = inhibition, usual class: inhibitors; EPAC1 GEF assay, Rap1b-BODIPY-GDP exchange fluorescence; AID 720709; hit rate 0.14% among 360,000;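 further: potency means the concentration at half of the fitted maximal effect; plate controls were vehicle for no effect and positive control for full effect; nearly all actives have a fitted effect of over 50% in size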
WRN helicase inh – inhibitors of human WRN helicase. AID 651768. Potency, µM (highest dose often 114 µM), for the others: top-dose activity change, negative = inhibition, usual class: inhibitors. hit rate 0.46% among 360,000. WRN helicase unwinding, fluorescent forked duplex, kinetic. Q14191; further: potency means the concentration at half of the fitted maximal effect; on the % scale 0 is the no-effect control and ±100 the full control effect; nearly all actives have a fitted effect of over 55% in size
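Kinetic fluorescence helicase assay: unwinding of a quenched forked DNA duplex (100 nM final) with 2 mM ATP final raises red fluorescence (525/598 nm). Compounds sat 15 min at room temperature with 20 nM WRN beforehand.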
FUS suppressor – FUS proteinopathy suppression in yeast | Potency, µM (highest dose often 76.6 µM), without a hit: at the top dose growth rescue (activation), hits mostly activators | S. cerevisiae FUS-expressing, growth rescue, OD600, 24 h | hit rate 0.24% among 390,000;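 further: potency means the concentration at half of the fitted maximal effect; plate controls were DMSO vehicle for no effect and reference control for full effect; nearly all actives have a fitted effect of over 55% in size; some results filed as inactive show a strong effect at the top dose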
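Restored growth of FUS-toxic S. cerevisiae, read as 600 nm absorbance after 24 h at 30C in galactose medium (starting OD 0.005). Controls CP55940 and DMSO.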
IL2 activator – IL-2 activation | IL-2 activation reporter assay, cell-based qHTS; stimulated with anti-CD3/CD4/CD28 beads; in transgenic mouse T cells | hit rate 0.065% among 360,000 | AID 652025 | activation, % (series mostly up to about 46 µM); in the data active means activation above about 50%; inconclusive means mostly about 30% to 49%; further: 0% is about no effect
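Unstimulated transgenic mouse T cells preincubated 60 min with compound, then stimulated with anti-CD3/anti-CD4-coated beads plus anti-CD28 for 18 h at 37 degrees C. IL-2 response read as EGFP and DsRed fluorescence by plate cytometry.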
The depositor's hits bear a star; u = inconclusive; x = no result given; [ ] = remark or other dose. Unless noted, the call rests on the fitted dose curve; in most records, active means well fitted curve in the direction sought with a large enough effect; inconclusive means small, poorly fitted or top-dose-only effect, or another doubt; inactive means no such curve, though single readings can be large; an effect the other way counts as inactive or inconclusive.

SMILES | EPAC1 agonist | Abeta yeast res | PLK1 PBD block | PI5P4Ka inh | EPAC1 antagonist | WRN helicase inh | FUS suppressor | IL2 activator
COc1ccc(/C=C/c2nc(S(=O)(=O)c3ccccc3)c(N(C)C)o2)cc1 | 11.7% | 26.5% | -20.3% | -23.1 | 0.0% | 4.9% | 18.2% | -2.6
O=C1NC[C@@H](CCCCN2C[C@H](Cc3ccc(O)cc3)N(CCc3ccccc3)C(=O)C2=O)N(CCc2ccc(O)cc2)C1=O | -9.0% | -6.0% | -11.0% | -1.1 | 5.2% | -8.6% | 11.9% | 0.1
CCOC(=O)c1sc(C)c(C(N)=O)c1NC1=NCCCCC1 | -2.8% | -2.2% | -2.0% | x | 7.4% | -1.6% | 3.9% | -1.7
NC(=O)c1cc2c3ccccc3ccn2c1-c1ccccc1 | 18.6% | -1.4% | u | 15.5 | -11.7% | -22.8% | -7.6% | -0.7
Cc1cc(C)nc(N2CCC(C(=O)Nc3nnc(C)s3)CC2)n1 | 1.0% | 8.2% | -2.8% | -2.0 | 7.2% | 3.8% | 4.4% | -0.9
CCCn1c(=O)c2[nH]c(-c3ccc(OCC(=O)Nc4ccc(C#N)cc4)cc3)nc2n(CCC)c1=O | -2.9% | 0.3% | -3.5% | -4.0 | 12.6% | -13.9% | -22.7% | -0.6
CCCCNC(=O)Cc1ccc(C)cc1 | 3.5% | 14.3% | 0.6% | -4.3 | 5.6% | -1.5% | -15.4% | -1.7
CCc1nc2ccc(C(=O)NCCc3ccccn3)cn2c1N(CCC(C)C)CCN(C)C | -3.5% | -1.3% | -1.2% | -0.5 | 0.5% | 2.7% | -8.7% | -0.4
O=C(CCn1nnc2ccccc21)Nc1nnc(Cc2ccc(F)cc2)s1 | -2.0% | -3.4% | -1.2% | -3.8 | -10.8% | -6.1% | 15.1% | -2.1
CN(C)CCCCNCCCNC(=O)/C=N\O | 9.3% | 3.7% | -10.4% | x | 15.1% | -2.5% | 7.4% | -1.2
Cn1c2ccccc2c2cnn(CC(=O)Nc3cccc(F)c3)c(=O)c21 | 2.5% | 1.7% | 0.7% | 0.1 | -12.1% | -6.3% | -4.1% | -0.3
CCCN(CC(=O)Nc1cc(C)on1)CC(=O)Nc1ccccc1C | 12.1% | -18.1% | -5.0% | 1.5 | -11.9% | -24.1% | x | -0.8
Brc1ccccc1-c1nnc(CSc2nncn2-c2ccccc2)o1 | 2.4% | 0.2% | 26.7µM* | u | 0.9% | -7.4% | 1.6% | -1.4
COc1cc(C(=O)N/N=c2/sc3ccccc3n2C)cc(OC)c1OC | -5.2% | 8.9% | -6.4% | 2.9 | -7.9% | 4.6% | 15.6% | -0.7
CCc1nnc(NC(=O)c2ccc3ccccc3n2)s1 | -8.1% | -8.6% | -22.7% | -15.9 | 3.3% | 1.9% | 3.5% | 0.7

PLK1 PBD block, what is marked active above.
molecule | EPAC1 agonist | PLK1 PBD block | PI5P4Ka inh | EPAC1 antagonist | WRN helicase inh | IL2 activator
Brc1ccccc1-c1nnc(CSc2nncn2-c2ccccc2)o1 | 2.4% | 26.7µM* | u | 0.9% | -7.4% | -1.4

(continued)
SMILES | EPAC1 agonist | Abeta yeast res | PLK1 PBD block | PI5P4Ka inh | EPAC1 antagonist | WRN helicase inh | FUS suppressor | IL2 activator
Cc1nc(SCC(=O)N2CCOCC2)c2c3c(sc2n1)CCC3 | -3.1% | -35.2%[inhibitor] | -7.2% | 1.4 | 8.7% | -5.3% | -1.9% | 0.1
O=C(Cc1ccc(NS(=O)(=O)c2ccc(Cl)c(Cl)c2)cc1)NCCN1CCOCC1 | 2.0% | 4.2% | 3.5% | 7.7 | 0.1% | -7.2% | 4.6% | 1.2
CO/N=C(\Cn1ncc(N2CCOCC2)c(Br)c1=O)c1ccc(Cl)cc1 | -0.6% | -4.9% | -4.1% | 1.3 | -15.8% | 1.7% | -19.1% | 0.1
CC(C)c1ccc(N2C(=O)CC(Sc3ncccn3)C2=O)cc1 (stereo unspecified) | -5.1% | 1.6% | -10.1% | 1.1 | 10.9% | -3.1% | -12.0% | -0.9
CC(C)C12CN3CC(C(C)C)(CN(C1)C31C(=O)Nc3ccccc31)C2=O (stereo unspecified) | -1.4% | 5.2% | -2.1% | 0.2 | 17.1% | 2.5% | -2.9% | -2.5
COC(=O)c1ccc(CNC(=O)COC(=O)c2ccc(N(C)C)cc2)cc1 | -6.5% | 0.2% | -7.5% | -1.4 | -2.3% | -15.3% | -3.7% | 0.4
CCOc1ccccc1N(C(=O)CNS(=O)(=O)c1ccccc1)C(CC)C(=O)NCc1ccco1 (stereo unspecified) | 0.8% | -12.9% | -11.5% | x | 12.1% | -12.2% | 16.8% | -0.6
CCOC(=O)c1cc(-c2ccc(F)cc2)n(CC(=O)N2CCCC2)c1C | -10.4% | 12.8% | -29.0% | 4.6 | -17.2% | 4.7% | 0.8% | 0.8
O=C(Cc1coc(-c2ccc(F)cc2)n1)N1CCOCC1 | -1.7% | 10.8% | -8.5% | 2.2 | -14.2% | 5.2% | -53.7%[inhibitor] | 0.4
COc1cc(CN2CCC(C(=O)N3CCN(c4ccccc4F)CC3)CC2)cc(OC)c1O | 6.3% | -4.1% | -3.9% | x | 5.2% | -6.2% | 17.4% | -0.5
COC(=O)c1sccc1-n1cccc1C(=O)C(=O)N1CCCCC1 | -0.3% | -7.0% | -9.0% | -2.6 | 7.4% | -4.6% | 15.3% | -2.4
Cn1ncnc1SCc1cn2cccnc2n1 | -8.0% | u | -16.4% | 0.1 | 15.2% | -0.9% | -7.0% | -3.0
COc1ccc(C(CC(=O)O)c2ccc3c(c2)OCO3)cc1 (stereo unspecified) | -7.5% | u | -3.5% | -3.8 | -6.9% | -3.2% | 4.9% | -1.6
COc1cccc(-n2c(CCn3nc(C)c([N+](=O)[O-])c3C)n[nH]c2=S)c1 | -4.0% | 1.5% | -14.7% | -9.9 | -12.9% | 18.9% | x | 0.3
CCN(CC)S(=O)(=O)c1ccc2oc(C(=O)NCc3ccc(F)cc3)c(C)c2c1 | 3.9% | 17.9% | -5.0% | -3.7 | -10.7% | -6.8% | u | -0.7
CC1(C)CC2(CCO1)C(Nc1ccccc1)=NC(=S)N2c1ccccc1 (stereo unspecified) | 8.7% | -4.7% | -4.6% | 2.3 | 8.7% | -21.9% | 20.1% | 2.1
COc1ccc(-c2c(NC(=O)c3ccco3)oc3ccccc3c2=O)cc1OC | -10.6% | 0.8% | 8.5% | 9.3 | -0.9% | -2.1% | -8.0% | 0.3
O=C(C[C@@H]1C=C[C@@H](NC(=O)c2cccnc2)[C@@H](CO)O1)NCc1ccncn1 | 6.4% | -2.3% | -9.3% | 6.4 | -14.1% | 2.1% | -7.4% | 0.8
Cc1ccccc1CNC(=O)C1CCCN(c2cnccn2)C1 (stereo unspecified) | -11.9% | x | -2.0% | -8.5 | -2.4% | 0.9% | -16.3% | 1.1
O=C(CC(C(=O)O)c1cccc(Cl)c1Cl)c1ccccc1 (stereo unspecified) | 7.4% | 10.6% | -4.6% | 17.6 | -0.3% | -8.1% | 21.4% | -2.9
C/C(=N\NC(=O)Cn1cc([N+](=O)[O-])cn1)c1ccco1 | 17.4% | 2.4% | -2.9% | -2.3 | -8.9% | 1.2% | -11.9% | 1.0
C/C(=N\NC(=O)c1ccccc1)c1ccc(C)c([N+](=O)[O-])c1 | -0.5% | 12.9% | -2.6% | -2.4 | -8.2% | -19.7%[57.1 µM] | -10.5% | -0.6
C/C(=N\NC(=O)c1cccc(S(=O)(=O)N2CCOCC2)c1)c1cc2ccccc2o1 | 1.8% | 7.8% | -5.4% | -0.2 | -5.7% | -9.8% | -14.0% | 2.4
Cc1cc(C(=O)N2CCCC(N3CCN(c4cccc(C(F)(F)F)c4)CC3)C2)no1 (stereo unspecified) | -2.3% | 8.7% | 6.9% | -3.5 | 8.1% | 2.0% | x | -0.9
COc1ccccc1NC(=O)C1CCCN(S(=O)(=O)c2c(C)noc2C)C1 (stereo unspecified) | 2.3% | 6.1% | -8.4% | -0.7 | 3.1% | -0.8% | -12.5% | -0.9
CN(C(=O)c1ccc(S(=O)(=O)N2CCCC2)cc1)C1CCCCC1 | -0.4% | -12.2% | -9.5% | -5.1 | -2.5% | -31.9% | 14.3% | 1.9
CC(C)N(C)C1CCN(S(=O)(=O)c2ccc(-c3ccc(=O)[nH]n3)s2)CC1 | -12.8% | -13.8% | -4.4% | 2.0 | -26.4% | 13.2% | 9.7% | 0.0
COC(=O)c1nnn(-c2nonc2N)c1CSc1nnc(N)s1 | -4.2% | -17.8% | -11.4% | -2.6 | 12.6% | -2.9% | 22.3% | -0.2
Nc1nonc1-n1nnc(C(=O)N/N=C/c2ccc(F)cc2)c1-c1cccs1 | -2.4% | -5.8% | -11.2% | -7.4 | -29.6% | 2.6% | 17.9% | -2.9
O=C(/C=C/c1ccccc1)Nc1cc(S(=O)(=O)N2CCOCC2)ccc1N1CCOCC1 | -2.7% | u | -1.5% | 8.6 | -4.9% | 0.5% | 6.4% | 0.9
O=C(NCc1cccc(Cl)c1)N1CCN(S(=O)(=O)c2ccccc2F)CC1 | -5.2% | 19.5% | -4.3% | 0.6 | -20.0% | 0.7% | 9.1% | -2.6
CC(=O)Nc1cc(-c2ccc(Cl)cc2)[nH]n1 | -6.8% | 9.0% | -3.7% | -2.8 | -17.2% | 9.5% | 0.7% | 0.0
COCCOCCn1c(/C=C/c2ccccc2)nc2ccccc21 | 0.0% | -12.5% | 18.9µM* | -26.4 | 9.5% | 4.6% | 9.4% | -0.5
COc1cc([N+](=O)[O-])ccc1NC(=S)Nn1cnnc1 | -1.2% | -1.0% | 9.47µM* | -18.6 | 8.2% | 3.8% | 3.0% | -3.0
Cc1cccnc1NC(=O)C1CCCN(S(=O)(=O)c2ccc3c(c2)oc(=O)n3C)C1 (stereo unspecified) | -5.8% | -1.8% | -0.6% | -13.2 | 1.9% | 7.0% | 6.1% | -0.8
O=C(O)C1CCN(Cc2ccccn2)CC1 | -1.4% | -2.0% | -21.0% | -0.2 | 7.9% | 9.3% | -3.0% | -0.2

Single values from above.
Value of O=C(O)C1CCN(Cc2ccccn2)CC1 in EPAC1 agonist: -1.4%
Value of O=C(NCc1cccc(Cl)c1)N1CCN(S(=O)(=O)c2ccccc2F)CC1 in Abeta yeast res: 19.5%
Value of COCCOCCn1c(/C=C/c2ccccc2)nc2ccccc21 in PLK1 PBD block: 18.9µM*
